proKLK7 act – proKLK7 (human) activation, primary screen | purified proKLK7, EDANS-DABCYL substrate fluorescence; 100% is mature enzyme control, 0% vehicle | activation, % at 7 µM | hit rate 0.9% among 370,000 | AID 652039;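 active = activation above the mean of all tested compounds plus 3 SD, computed per campaign excluding outliers beyond control limits, cut at about 13% in these data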
Target sequence (P49862 whole entry, looked up): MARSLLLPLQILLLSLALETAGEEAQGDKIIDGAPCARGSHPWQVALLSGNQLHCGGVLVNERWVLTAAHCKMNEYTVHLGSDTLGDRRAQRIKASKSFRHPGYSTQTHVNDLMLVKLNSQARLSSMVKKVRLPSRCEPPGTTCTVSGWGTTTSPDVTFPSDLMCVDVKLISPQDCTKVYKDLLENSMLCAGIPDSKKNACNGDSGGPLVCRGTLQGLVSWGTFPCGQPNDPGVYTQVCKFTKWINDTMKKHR
TDP2 inh – TDP2 (human) inhibition, absorbance primary screen; O95551; inhibition, % at 12.8 µM; recombinant TDP2, T5PNP hydrolysis, p-nitrophenol absorbance 415 nm; hit rate 0.34% among 370,000;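 active = inhibition above the mean of all tested compounds plus 3 SD, set per campaign, cut at about 25% in these data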;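 note: 0% = DMSO with enzyme and 100% = buffer with substrate but no TDP2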
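Test system: Human TDP2 enzyme | Reagent: 5 mM T5PNP | Compound dosing: 12.8 µM single point, 1% DMSO | Incubation: Enzyme reaction with compound for 2 h at 37 °C | Technique: p-Nitrophenol epi absorbance | Read-out: % inhibition relative to enzyme-containing and enzyme-free wells | Benchmarks: High control without enzyme, low control DMSO plus TDP2 | Replicates: Singlicate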
TCR-CD3 inh – inhibitors of human TCR-CD3 interaction. TAMRA-labeled TCR probe fluorescence, biochemical. inhibition, % at 9.4 µM. hit rate 0.37% among 360,000; in the data active = inhibition above about 19%;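 note: recombinant mutant TCR 2C K166C tagged with TAMRA read by polarization; 0% = receptor in buffer alone and 100% = receptor with positive control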
DDE Tn7 FP inh – disrupts Tn7 cyclic peptide binding to fibrin D-Dimer-E complex; P02675; FP displacement of FITC-Tn7 peptide from fibrin DD(E); 0% = median of compound wells per plate; AID 720508; inhibition, % at 8.3 µM; hit rate 0.13% among 370,000;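 active = inhibition above the mean of compounds falling within the control limits plus 3 SD of them, cut at about 14% in these data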;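 note: 0% = plate median of compound wells and 100% = 10 µM Aha-Tn7 peptide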
Target sequence (P02675 whole entry, looked up): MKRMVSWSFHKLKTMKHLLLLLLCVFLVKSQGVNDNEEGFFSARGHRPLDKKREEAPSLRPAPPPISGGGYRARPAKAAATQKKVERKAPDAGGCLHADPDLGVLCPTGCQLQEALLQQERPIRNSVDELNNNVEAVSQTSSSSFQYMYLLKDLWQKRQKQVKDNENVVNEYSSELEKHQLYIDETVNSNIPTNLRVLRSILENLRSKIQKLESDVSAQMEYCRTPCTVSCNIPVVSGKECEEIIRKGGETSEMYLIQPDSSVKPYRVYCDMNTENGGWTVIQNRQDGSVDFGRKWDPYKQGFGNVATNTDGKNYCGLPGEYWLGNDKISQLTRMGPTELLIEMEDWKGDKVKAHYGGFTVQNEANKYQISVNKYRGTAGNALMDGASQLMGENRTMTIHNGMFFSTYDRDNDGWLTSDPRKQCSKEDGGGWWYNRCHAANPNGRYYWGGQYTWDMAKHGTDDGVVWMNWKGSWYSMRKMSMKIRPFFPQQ
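Assay system: human fibrin DD(E) protein / Input: 2 µM fibrin DD(E) / Benchmarks: high control of 10 µM Aha-Tn7 peptide / Measured by: fluorescence polarization of the labelled Tn7 tracer / Medium: Tris buffer with calcium and detergent, pH 7.8 / Timing: 10 min compound pre-incubation, 3 h probe incubation at room temperature / Repeats: one replicate per compound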
LEDGF integ inh – blocks HIV-1 LEDGF/p75-dependent DNA integration; hit rate 0.64% among 370,000; inhibition, % at 3.7 µM; TR-FRET IN-LEDGF/p75 DNA integration, Eu/Cy5; AID 743269;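 active = inhibition above the screen-wide mean plus 3 SD, cut at about 13% in these data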;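 note: signal is the Cy5 over europium emission ratio at 671 and 618 nm; 0% = plate median of compound wells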
DDE Tn6 FP inh – DD(E)-Tn6 binding inhibition, primary FP screen. inhibition, % at 8.3 µM. Fibrin DD(E) TRITC-Tn6 fluorescence polarization displacement. hit rate 0.21% among 370,000;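 active = inhibition above a per-campaign cutoff: mean of compounds within control limits plus 3 SD, cut at about 15% in these data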;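 note: 0% = median of all compound wells on the plate and 100% = blocking peptide control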
PRMT1 inh – inhibitors of human PRMT1; Q99873; recombinant PRMT1, activity-based probe fluorescence polarization; inhibition, % at 2.79 µM; hit rate 1.3% among 370,000; AID 652257;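 active = inhibition above about 21% made by adding two undisclosed values, limit read from the data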
MBD2 DNA inh – MBD2-methylated oligo binding inhibition | TR-FRET, MBD2 binding to methylated oligonucleotide | inhibition, % at 4.4 µM | hit rate 0.31% among 370,000 | AID 686964; in the data active = inhibition above about 13%
UHRF1 MBD2 ctr – human UHRF1 methylated DNA binding inhibitors; UHRF1 binding to methylated oligo, TR-FRET; inhibition, % at 4.4 µM; Q96T88; hit rate 0.75% among 370,000; in the data active = inhibition above about 21%;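 note: UHRF1 SRA domain binding a hemimethylated CpG hairpin DNA probe; 0% = median of test compound wells and 100% = reference inhibitor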
SIAE inh – human SIAE inhibition, primary screen. Q9HAT2. SIAE FP-Rh probe binding, fluorescence polarization. inhibition, % at 9.66 µM. hit rate 0.69% among 370,000;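 active = inhibition above a cutoff: mean of compounds within the control limits plus 3 SD of those, cut at about 17% in these data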;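 note: 0% = plate median of compound wells and 100% = probe without SIAE protein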
The depositor's hits bear a star; · = not tested or not shown.

SMILES	proKLK7 act	TDP2 inh	TCR-CD3 inh	DDE Tn7 FP inh	LEDGF integ inh	DDE Tn6 FP inh	PRMT1 inh	MBD2 DNA inh	UHRF1 MBD2 ctr	SIAE inh
COc1ccc(Cn2cc(CN3[C@@H](CC(C)C)COc4ccc(Cl)cc4S3(=O)=O)nn2)cc1	-0.4	-1.5	·	-2.5	0.7	4.7	-1.9	-3.7	-4.2	3.9
CCc1ccc(OC(=O)CN2C(=O)c3ccccc3C2=O)cc1	0.0	3.0	2.7	-2.8	3.6	1.9	-2.4	-2.7	-2.1	13.9
O=C1C=C(c2ccc3ncccc3c2)C[C@@H](c2ccc(Cl)cc2)C1	0.4	-3.9	-1.9	4.4	3.1	-12.4	7.8	3.8	-0.1	-11.4
O[C@H]1CN(CC2CCCCC2)[C@@H](c2ccc(Cl)cc2)C[C@@H]1n1cc(C2CC2)nn1	0.4	6.0	-2.5	-3.4	0.5	0.5	-4.3	-0.1	-1.1	-1.2
CC(=O)N1c2ccc(S(=O)(=O)N(C)C3CCCCC3)cc2CC1C (configuration not stated)	-0.5	7.5	3.1	1.6	-1.6	-0.8	-0.8	1.3	2.1	1.7
Cc1cccc(C)c1NC(=O)CS(=O)CC(=O)Nc1ccc(N2CCOCC2)cc1 (configuration not stated)	0.0	-3.1	6.9	-0.2	-5.9	-2.5	0.5	-0.7	2.7	-2.2
COC(=O)CC1C(C(=O)OC)ON2OC(C(=O)OC)C(C(=O)OC)C12 (configuration not stated)	-0.3	5.1	-6.0	2.3	0.8	-1.6	2.6	-1.6	-1.8	8.3
CC(C)Cc1ccc(S(=O)(=O)NCC2CCCO2)cc1 (configuration not stated)	-0.1	-10.9	7.1	4.3	-3.0	-4.5	-2.2	5.5	2.2	6.7
COCCNC(=O)c1cc(-c2ccccn2)nc2ccc(S(=O)(=O)N3CCC(C)CC3)cc12	0.1	-6.0	-5.1	-6.5	0.3	-2.9	-0.4	0.8	1.5	-4.3
CCOc1ccc(C(C)NC(=O)CCC(=O)O)cc1 (configuration not stated)	0.1	4.2	4.4	-7.4	-0.3	-3.3	-2.6	-0.9	-1.3	1.0
Cc1nnc(NC(=O)c2cccc(S(=O)(=O)N3CCOCC3)c2)s1	0.0	7.7	6.3	1.1	-0.7	-0.8	-1.4	0.7	-3.0	7.1
CC(=O)c1ccccc1C(=O)N1CCCC(N2CCN(Cc3ccc4c(c3)OCO4)CC2)C1 (configuration not stated)	0.6	-0.1	-5.8	-2.9	-2.1	-6.5	2.7	1.2	2.1	2.3
Cc1ccc(OCC(=O)Nc2ccccc2C(=O)N2CCCCC2)cc1	-0.4	4.7	5.8	5.5	1.1	-1.0	-8.2	-3.4	-2.4	0.1
CC1(C)CC(=O)C(C(C2=C(O)CC(C)(C)CC2=O)c2cccc(O)c2)C(=O)C1 (configuration not stated)	0.6	14.3	4.6	0.0	-0.5	4.7	4.4	4.4	1.2	5.0
CCOC(=O)CSc1nc(-c2ccccn2)ncc1OC	-0.2	5.1	-4.5	10.9	-7.0	1.9	2.2	9.7	7.0	-5.0
COc1ccccc1CNC(=O)c1cc(S(=O)(=O)N2CCCCC2)c[nH]1	-0.1	-12.6	5.0	3.8	1.2	12.3	-3.8	-7.9	-1.1	0.4
Cc1ccc(-c2csc(NC(=O)CSC3=NCCS3)n2)cc1	0.3	0.4	-0.6	-0.1	0.1	-6.7	2.5	-2.2	2.0	-13.3
COc1ccc(C2CC(c3cccc(Cl)c3)=NN2c2ccc(S(N)(=O)=O)cc2)cc1 (configuration not stated)	-160.4	-4.3	2.0	-6.6	2.7	-2.8	0.5	0.1	-1.3	0.8
CCCCOCCCNC(=O)C[C@H]1C[C@@]2(C(=O)OC)C(=C[C@H](COCc3ccccc3)O[C@@H]2C)N(Cc2ccc3c(c2)OCO3)C1=O	0.3	2.6	6.6	1.7	-3.7	3.2	2.7	-6.9	-3.7	-2.7
COc1ccc(S(=O)(=O)N2CCOCC2)cc1NS(=O)(=O)c1ccc(F)c(F)c1	0.3	-3.6	-4.5	9.4	-3.6	-6.2	2.6	0.1	0.7	2.5
CC(C)CCNC(=O)CN1C(=O)NC(c2ccccc2)(c2ccccc2)C1=O	-0.2	-6.4	-6.6	-6.3	0.4	-3.0	5.5	-1.8	0.9	5.1
COc1ccc(CC(=O)NCc2ccc(F)cc2)cc1S(=O)(=O)N1CCOCC1	-0.9	5.0	-0.9	-1.5	-1.8	-1.8	13.8	-3.8	1.0	4.2
O=C1COc2c1ccc(O)c2O	-2.5	1.5	11.9	2.5	3.4	6.2	0.9	0.9	10.8	2.5
Nc1nc(N)nc(-c2ccc(Cl)cc2)n1	-0.3	-4.6	-3.0	-4.7	-4.1	-1.1	-1.1	1.4	-0.9	3.8
COCCNC(=O)C(c1cccnc1)N(Cc1ccccc1)C(=O)Cn1nnc2ccccc21 (configuration not stated)	0.6	1.1	1.6	-0.1	-1.6	3.3	0.8	0.2	-2.0	2.1
CC(=O)/C=C1\N(C)c2ccc(C)cc2C1(C)C	-0.2	2.9	-2.1	0.7	-0.1	1.0	1.1	0.0	0.0	-29.0
C1CCN(c2nc3nonc3nc2N2CCCC2)C1	-0.4	4.2	6.4	3.6	-2.0	0.9	-0.7	2.3	-1.8	-1.2
COc1ccccc1CC(=O)Nc1ccc2c(c1)OC1(CCCC1)O2	0.6	-9.3	-5.0	0.5	-4.5	1.9	0.2	0.1	-0.4	6.4
CC12CC(NC(=O)N1c1cccc(C(=O)NCc3ccc4c(c3)OCO4)c1)c1cc(Cl)ccc1O2 (configuration not stated)	0.7	0.9	0.9	7.5	-2.8	7.1	1.7	-4.5	-0.8	-2.3
O=C(O)CC1(CC(=O)NCc2ccc(F)cc2)CCCCC1	0.4	1.2	-1.3	-4.3	-4.0	6.0	3.0	5.2	0.5	-7.1
CC(=O)c1c(C)[nH]c(C(=O)NNC(=O)c2ccc(C)cc2)c1C	0.0	4.5	1.5	2.8	2.1	-1.0	4.1	-8.2	0.6	1.6
CC(=O)Nc1nnc(COc2ccccc2)s1	-0.3	-4.7	0.9	8.8	-4.3	-0.5	-2.9	1.7	-1.6	10.1
CC(C)Oc1cc(F)ccc1-c1cc(C(=O)NC2CCCCC2)[nH]n1	1.6	0.5	11.1	-6.0	3.2	-2.0	0.4	-5.5	4.7	-2.7
O=C(CSc1nnc(CNC(=O)c2cccc(C(F)(F)F)c2)o1)NCc1ccco1	-0.7	10.2	5.8	-1.3	1.9	-0.4	-0.2	3.6	-2.0	0.9
CNNC(=S)NC1CC2CC1C1C=CCC21 (configuration not stated)	0.2	14.5	-8.3	-7.7	0.6	3.7	-2.6	-1.8	-1.3	15.3
COc1cccc(-c2noc(-c3ccc(Br)o3)n2)c1	-0.2	-1.1	-4.4	0.5	-3.6	-7.3	4.9	-0.1	2.9	-1.9
O=C(NNC(=O)C1CCC1)c1ccc(F)cc1	0.3	3.4	-4.0	-0.1	3.4	5.8	-2.5	0.0	10.4	1.1
N#CCSc1nc2ccccc2o1	0.8	-12.2	-10.3	3.4	1.5	3.9	5.2	0.9	3.1	-0.5
CC/C(=N\NC(=O)c1csc(C)c1C)c1cccs1	-0.4	-9.8	2.2	-4.3	-2.5	0.6	0.1	-0.1	-1.4	-5.8
CCOC(=O)N1CCN(C(=O)Cc2ccsc2)CC1	0.2	0.8	-5.8	5.9	2.1	-2.0	0.6	1.8	2.4	1.9
COC(=O)[C@H](C(C)C)N(CCCc1cn(Cc2ccccc2)nn1)S(=O)(=O)c1ccc(F)cc1Br	-0.1	-3.1	·	5.2	-0.1	4.6	1.2	5.2	7.4	-3.3
Cc1ccc(S(=O)(=O)N(C)CC(=O)N(C)CCOc2ccccc2)cc1	0.2	-5.2	-2.9	2.3	-0.1	-3.7	2.0	0.0	-0.1	-0.8
CCn1c(C(C)NC(=O)c2cccs2)nc2ccccc21 (configuration not stated)	0.5	0.9	0.1	-2.7	0.8	-1.4	-1.7	-3.0	-0.8	-3.3
CCCCCc1c(C)nc(Nc2nc(C)c3cc(OC)ccc3n2)[nH]c1=O	-0.1	3.3	-1.0	4.8	0.4	0.5	0.0	2.0	1.9	-3.8
Cc1cccc(C)c1NC(=O)C(C)NCc1cccs1 (configuration not stated)	-0.5	-2.0	-3.6	3.7	0.8	2.8	-0.4	4.0	-1.1	1.9
CCCCCn1c(=NC(C)=O)c(C#N)cc2c(=O)n3ccccc3nc21	6.2	-3.4	0.6	-1.1	-1.1	1.5	0.0	-1.3	-1.1	0.5
O=S(=O)(Nc1nc2ccccc2nc1Nc1ccc(N2CCOCC2)cc1)c1cc(Cl)ccc1Cl	-0.1	-2.1	2.2	-3.2	-4.7	1.7	1.8	2.8	-0.8	4.4
N#CN=CN1CC=C(c2ccc(Cl)cc2)CC1	0.0	-2.4	5.4	4.2	1.6	7.5	-1.8	-3.8	-3.5	14.8
O=C(NCc1ccco1)c1ccc2sc([C@@H]3O[C@H](CO)[C@H](O)[C@H](O)[C@H]3O)nc2c1	-0.7	6.2	-4.7	-1.5	-6.3	-4.2	4.3	1.2	-0.7	-1.5
CC(C)CC(=O)NC(=S)Nc1ccc(F)cc1F	0.5	-3.1	0.0	-2.3	-3.2	5.0	1.2	-2.1	1.6	-2.3
CCOC(=O)N1CCC(NC(=O)CCCN2C(=O)CSc3ncccc32)CC1	0.0	-9.2	5.3	-2.9	-1.4	5.0	-6.2	-3.1	-1.3	0.8
Cn1c(=O)[nH]c(=O)c2c1nc(N1CCCCCC1)n2CCCSc1nc2ccccc2o1	0.1	-8.0	15.8	-1.4	-1.6	-0.8	-0.5	0.1	-0.9	1.7
COc1ccc(C#Cc2ccc3c(c2)O[C@@H](CN(C)C(=O)Nc2cccc(OC)c2)[C@H](C)CN([C@@H](C)CO)S3(=O)=O)cc1	-14.2	-1.2	2.2	-0.6	1.1	-3.2	0.3	0.1	-2.1	-55.5
O=C(c1ccncc1)N1CC[C@H]2[C@H](CCCN2Cc2ccc(F)cc2)C1	0.9	6.8	·	-6.1	1.6	-6.4	0.0	-6.7	-1.0	2.7

Results in SIAE inh, LEDGF integ inh and TCR-CD3 inh (4 entries from above):
| Structure | SIAE inh | LEDGF integ inh | TCR-CD3 inh |
| --- | --- | --- | --- |
| COC(=O)[C@H](C(C)C)N(CCCc1cn(Cc2ccccc2)nn1)S(=O)(=O)c1ccc(F)cc1Br | -3.3 | -0.1 | · |
| Cc1ccc(S(=O)(=O)N(C)CC(=O)N(C)CCOc2ccccc2)cc1 | -0.8 | -0.1 | -2.9 |
| CCn1c(C(C)NC(=O)c2cccs2)nc2ccccc21 (configuration not stated) | -3.3 | 0.8 | 0.1 |
| CCCCCc1c(C)nc(Nc2nc(C)c3cc(OC)ccc3n2)[nH]c1=O | -3.8 | 0.4 | -1.0 |

Compound activity from PubChem.

Rows were taken by chance. About 4.6% of those tested had a hit in this group.
